High-throughput results (PubChem)
ATXN viability: reduces viability in counter-screen for ATXN expression inhibitors; AID 651635; S2 cells (HEK-293 line with an ATXN2-luciferase reporter) viability, CellTiter-Fluor protease fluorescence, 24 h; Potency, µM (series often up to 56.7 µM), hits mostly cytotoxic; 0.49% of 400,000 active; also: potency is read from the fitted curve at half-maximal effect; nearly all actives have a fitted effect of over 40% in size
SW480 rereplic: inducers of DNA re-replication in SW480 colon cancer cells | 1.8% of 340,000 active | AID 624297 | Potency, µM (highest dose often 46.1 µM), for the others: at the top dose re-replication activation, most hits filed as activators | SW480 DNA re-replication, Hoechst DNA content imaging, 48 h; also: potency is read from the fitted curve at half-maximal effect; % of control where 0% means no effect; nearly all actives have a fitted effect of over 55% in size
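250 cells/well; 23 nL cpd via pin tool; 48 hr, 37 C, 5% CO2; Hoechst 40 min; imager read of total nuclear intensity, ex 405/em 500-530 nm.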
ATXN2 expr inh: reduces ATXN2 reporter expression in HEK-293 cells. HEK-293 ATXN2-luciferase reporter, luminescence, 24 h. Potency, µM (highest dose often 57 µM), inactives show at the highest dose activity change, negative = inhibition, most hits filed as inhibitors. 0.72% of 360,000 active. AID 1745845; also: potency is read from the fitted curve at half-maximal effect; % is scaled to controls: 0 for no effect and ±100 for the full control effect; nearly all actives have a fitted effect of over 55% in size
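qHTS (up to 57 uM final) was run with 24 h compound exposure of reporter cells at 37 °C. Each well was multiplexed: SteadyGlo luminescence measured ATXN2-luciferase expression after a fluorogenic Gly-Phe-AFC viability readout (25 uM final).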
MCF10A rerep: DNA re-replication induction in MCF 10a cells; MCF 10A DNA re-replication, Hoechst nuclear intensity, 48 h; Potency, µM (doses to about 46.1 µM), for the others: top-dose activity, positive = re-replication, usual class: activators; 2.9% of 350,000 active; AID 624296; also: potency is read from the fitted curve at half-maximal effect; % of control where 0% means no effect; nearly all actives have a fitted effect of over 50% in size
IL-1B inflam inh: inflammasome signaling inhibition, IL-1 beta readout; THP-1 LPS/ATP IL-1B secretion, AlphaLISA, 16 h; stronger effect = lower value; activity change, % at 57.5 µM; 4.7% of 360,000 active; AID 743279; in the data active = activity change below about -50%; inconclusive = mostly about -30% to -49%; also: % is scaled to controls: 0 for no effect and ±100 for the full control effect
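Secreted IL-1B measured by AlphaLISA bead assay after 16 h compound exposure of THP-1 cells; compounds (final up to 57.5 uM) added 1 h before LPS (250 ng/mL) and ATP (1.25 mM) stimulation; lower signal means less secretion.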
HT1080NT lethal: kills 2HG-producing HT-1080-NT fibrosarcoma cells; Potency, µM (series often up to 46.1 µM), inactives show at the top dose activity, negative = less viability, actives largely listed as cytotoxic; AID 686970; HT-1080-NT fibrosarcoma viability, CellTiter-Glo ATP luminescence, 48 h; 1.6% of 360,000 active;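 also: NT is the 2HG producing partner of a matched IDH1 knockdown line; potency is read from the fitted curve at half-maximal effect; 0% = DMSO-treated cells and -100% = media-only wells without cells; nearly all actives have a fitted effect of over 55% in size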
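HT-1080-NT; 750 cells/well; 5% FBS RPMI; 48 h compound, 37 degrees C; CellTiter-Glo luminescence; curve fitting and curve-class assignment.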
KB-3-1 cytotox: KB-3-1 parental cell cytotoxicity; KB-3-1 viability, CellTiter-Glo ATP luminescence, 72 h; AID 1347075; Potency, µM (top dose mostly 46.1 µM), inactives show top-dose activity change, negative = cytotoxic, actives largely listed as cytotoxic; 1.4% of 400,000 active; also: potency is read from the fitted curve at half-maximal effect; % is scaled to controls: 0 for no effect and ±100 for the full control effect; nearly all actives have a fitted effect of over 60% in size
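Here the drug-naive KB-3-1 line serves as comparator for MDR sub-line selectivity; cells received compound titrations, 72 h at 37 °C, then CellTiter-Glo readout.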
HT1080 IDH1KD tx: HT-1080 IDH1 knockdown cell toxicity (counter line); 2% of 360,000 active; Potency, µM (titrated, usually from 46.1 µM), inactives show top-dose activity, negative = toxicity, usual class: cytotoxic; AID 686971; HT-1080 IDH1 knockdown viability, ATP luminescence, 48 h;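 also: potency is read from the fitted curve at half-maximal effect; 0% = DMSO wells and -100% = cell-free medium wells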
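After a 2 h attachment period, IDH1KD HT-1080 cells took pin-transferred compound for 48 h at 37 °C; ATP-based luminescence after 10 min room-temperature reagent incubation reported viability.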
HepG2 viability: HepG2 cytotoxicity, counter-screen for TGF-b inhibitors | HepG2 CAGA-GFP viability, ATP luminescence, 18 h | Potency, µM (titrated, usually from 46.1 µM), inactives show at the top dose activity change, negative = cytotoxicity, hits mostly cytotoxic | 0.76% of 410,000 active; also: potency is read from the fitted curve at half-maximal effect; some results filed as inactive show a strong effect at the top dose
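HepG2 CAGA-GFP cells (1000/well, DMEM with 1% FBS) received compound, then TGF-beta at 500 pg/mL final, and were incubated 18 hours at 37 degrees C. Viability was read by CellTiter-Glo luminescence. Media-only wells were set as complete cell-killing and DMSO as no toxicity.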
The depositor's hits bear a star; i = inactive; u = inconclusive; x = not tested or not shown; & = joins results of further samples; [ ] = dose if it differs, or a comment. Unless noted, calls follow the shape of the dose curve; as a rule, active = well fitted curve in the direction sought with a large enough effect; inconclusive = small, poorly fitted or top-dose-only effect, or another doubt; inactive = no such curve, though single readings can be large; an effect the other way counts as inactive or inconclusive.

(1) Cn1cccc1Cc1nnc(SCC(=O)N2CCOCC2)n1-c1ccc(F)cc1
(2) CCOc1ccc2nc(NC(=O)CSc3ccccc3)sc2c1
(3) Cc1ccc(C)c(NC(=O)C2CC3CCC2C3)c1 (stereo unspecified)
(4) Cc1cc(C)cc(Nc2cc(C(=O)NCc3ccccc3)c3ccccc3n2)c1
(5) CCN(CC)CCOCCOc1ccc(Cl)c2ccccc12
(6) Cc1cccc(NC(=O)c2ccccc2O)c1C
(7) COc1cc(C(=O)Nc2scc(-c3ccc(C)cc3)c2C(=O)O)cc(OC)c1OC
(8) CSCCC(NS(=O)(=O)c1ccc(Cl)cc1)C(=O)OCC(=O)NC1CCCCC1 (stereo unspecified)

Assay by compound	1	2	3	4	5	6	7	8
ATXN viability	i	i	i	i	u	i	i	i
SW480 rereplic	5%	-1%[9.22 µM]	-4%	x	0%	-18%	u	1%
ATXN2 expr inh	-2%	4%	43%[activator]	-13%	u	47%[activator]	2%	7%
MCF10A rerep	-3%	u	0%	x	u	-1%	14%	-2%
IL-1B inflam inh	-10	-9	u	x	-20	-61*	-18	18
HT1080NT lethal	1%	-13%	19%	x	u	u	6%	-5%
KB-3-1 cytotox	-3%	u	10%	u	u	-8%	3%	3%
HT1080 IDH1KD tx	8%	-29%	12%	x	-6%	-18%	-20%	0%
HepG2 viability	-3%	-11%	-13%	-14%	-80%	-29%	-26%	0%

(9) C=CCn1c(Oc2ccc(C=O)cc2OCC)nc2c1c(=O)n(C)c(=O)n2C
(10) COC(=O)[C@@]12C[C@@H](CC(=O)NCc3cccs3)C(=O)N(Cc3ccccc3)C1=CCC(C)(C)C2
(11) CCOC(=O)c1ccccc1NC(=O)c1cc2c(s1)-c1c(C)cccc1OC2
(12) Cn1c(NC(=O)C[n+]2cc(-c3ccc(F)cc3)n3c2CCC3)cc(=O)n(C)c1=O
(13) CC(C)Cc1nc2sc3c(c2c(=O)n1N)CC(C(C)C)OC3 (stereo unspecified)
(14) Cc1cc2nc3n(c2cc1C)CCCN3
(15) O=C(N/C(=C/c1ccc(Cl)cc1)C(=O)N1CCOCC1)c1ccccc1
(16) COc1cc(C(=O)N/N=C/c2ccsc2C)cc(OC)c1OC

Assay by compound	9	10	11	12	13	14	15	16
ATXN viability	i	x	i	i	i	i	i	i
SW480 rereplic	-16%	x	x	-1%	u	0%	-1%	0.65µM*
ATXN2 expr inh	x	x	3%	3%	7%	x	-3%	-2%
MCF10A rerep	1%	x	x	u	u	17%	12%	u
IL-1B inflam inh	-13	0	x	-1	-2	20	-5	56
HT1080NT lethal	-5%	-25%	x	9%	20%	4%	3%	0.92µM*
KB-3-1 cytotox	2%	-2%	4%	-19%	4%	-7%	x	0.65µM*
HT1080 IDH1KD tx	8%	-2%	x	18%	u	-2%	-1%	0.58µM*
HepG2 viability	0%	x	5%	10%	6%	-19%	-50%	-3%

(17) CC(NC(=O)c1ccccc1)c1nnc(SCC(=O)Nc2nnc(C3CC3)s2)n1C (stereo unspecified)
(18) COc1ccc(CNC(=O)C(=O)NC2CC(C)(C)NC(C)(C)C2)cc1
(19) COc1cccc(OC)c1-c1nn2c(-c3cc(-c4ccccc4)n[nH]3)nnc2s1
(20) COc1ccc(-c2cn(-c3ccc(C)c(C)c3)c(=S)[nH]2)cc1OC
(21) O=S(=O)(NCCS(=O)(=O)N1CCN(c2ccccc2)CC1)c1ccccc1
(22) Cc1cc(-c2nn(-c3ccccc3F)cc2CNCCc2cnccn2)c(C)s1
(23) COc1ccc(CN2C(=O)COc3ccccc32)cc1
(24) O=c1c2ccccc2ncn1-c1cccc(Br)c1

Assay by compound	17	18	19	20	21	22	23	24
ATXN viability	i	i	x	i	i	u	i	i
SW480 rereplic	-153%[inhibitor]	-8%	9.2µM*	0%	1%	-8%	2%	u
ATXN2 expr inh	-10%	-33%	-38%	-10%	-14%	-4%	-11%	9%
MCF10A rerep	-2%	-25%	15µM*	9%	2%	-2%	-10%	-2%
IL-1B inflam inh	23	-23	-2	-16	-5	-62*	22	3
HT1080NT lethal	3%	14%	u	-4%	-13%	-13%	0%	5%
KB-3-1 cytotox	0%	9%	u	-26%	0%	0%	-6%	8%
HT1080 IDH1KD tx	5%	6%	u	-1%	-7%	-23%	2%	7%
HepG2 viability	-2%	4%	-53%	-25%	-2%&-26%	-19%	2%	1%

(25) CC1(C(=O)Nc2ccc(Cl)c(C(F)(F)F)c2)Cc2c(-c3ccccc3)ccnc2O1 (stereo unspecified)
(26) COc1ccc2nc3sc(C(=O)N4CCN(c5ccc(F)cc5)CC4)cc3cc2c1
(27) COc1ccc(-c2nnc(SC(C)C(=O)NNC(=O)c3ccc(C)cc3)o2)cc1 (stereo unspecified)
(28) O=C(c1cc2cc(Cl)ccc2[nH]1)N1CCN(c2ccccc2F)CC1
(29) Cc1c(C(=O)OC(C)C)sc2nc[nH]c(=O)c12
(30) CN(Cc1c(F)cccc1Cl)S(=O)(=O)c1cccs1
(31) CCC(=O)c1ccc(OCC(O)Cn2c(C)nc3ccccc32)cc1 (stereo unspecified)
(32) Cc1csc(NC(=O)c2cccc(S(=O)(=O)N3CCN(C)CC3)c2)n1

Assay by compound	25	26	27	28	29	30	31	32
ATXN viability	i	i	i	i	i	u	i	i
SW480 rereplic	x	x	-7%	-29%	0%	-2%	3%	0%
ATXN2 expr inh	-5%	2%	1%	-1%	4%	-22%	-8%	-19%
MCF10A rerep	x	x	2%	-3%	4%	1%	5%	7%
IL-1B inflam inh	-17	x	-5	32	1	-13	24	35
HT1080NT lethal	-3%	x	15%	-1%	2%	-4%	-1%	2%
KB-3-1 cytotox	0%	3%	24%	8%	2%	12%	-26%	-2%
HT1080 IDH1KD tx	-5%	x	24%	6%	5%	-1%	23µM*	-6%
HepG2 viability	-27%	1%	1%	-10%	2%	-19%	0%	2%

Gathered by group: the entries above containing an NH in an aromatic ring
(19) COc1cccc(OC)c1-c1nn2c(-c3cc(-c4ccccc4)n[nH]3)nnc2s1
(20) COc1ccc(-c2cn(-c3ccc(C)c(C)c3)c(=S)[nH]2)cc1OC
(28) O=C(c1cc2cc(Cl)ccc2[nH]1)N1CCN(c2ccccc2F)CC1
(29) Cc1c(C(=O)OC(C)C)sc2nc[nH]c(=O)c12

Assay by compound	19	20	28	29
ATXN viability	x	i	i	i
SW480 rereplic	9.2µM*	0%	-29%	0%
ATXN2 expr inh	-38%	-10%	-1%	4%
MCF10A rerep	15µM*	9%	-3%	4%
IL-1B inflam inh	-2	-16	32	1
HT1080NT lethal	u	-4%	-1%	2%
KB-3-1 cytotox	u	-26%	8%	2%
HT1080 IDH1KD tx	u	-1%	6%	5%
HepG2 viability	-53%	-25%	-10%	2%

Limited to ATXN viability and ATXN2 expr inh (6 entries from above):
| cpd | compound | ATXN viability | ATXN2 expr inh |
| --- | --- | --- | --- |
| 23 | COc1ccc(CN2C(=O)COc3ccccc32)cc1 | i | -11% |
| 24 | O=c1c2ccccc2ncn1-c1cccc(Br)c1 | i | 9% |
| 25 | CC1(C(=O)Nc2ccc(Cl)c(C(F)(F)F)c2)Cc2c(-c3ccccc3)ccnc2O1 (stereo unspecified) | i | -5% |
| 26 | COc1ccc2nc3sc(C(=O)N4CCN(c5ccc(F)cc5)CC4)cc3cc2c1 | i | 2% |
| 27 | COc1ccc(-c2nnc(SC(C)C(=O)NNC(=O)c3ccc(C)cc3)o2)cc1 (stereo unspecified) | i | 1% |
| 28 | O=C(c1cc2cc(Cl)ccc2[nH]1)N1CCN(c2ccccc2F)CC1 | i | -1% |

More results follow:
(33) CC(=O)NC(Cc1ccccc1)C(=O)N1CCN(C(=O)c2cccs2)CC1 (stereo unspecified)
(34) COC(=O)c1ccc(/C(O)=C(\C#N)c2nc3ccccc3s2)cc1
(35) CN(C(=O)/C=C/c1ccccc1)C1CCCCC1
(36) O=C(Cc1cccs1)N1CCN(c2ccc(F)cc2)CC1
(37) C/C(=C\C#N)n1nc(C)cc1N
(38) N=C(N)SCCc1cccc(CCSC(=N)N)c1
(39) Cc1ccc(S(=O)(=O)N2CCN(CCOc3c(Cl)cccc3Cl)CC2)cc1C
(40) COc1ccc(CCN2CCCn3c2nc2c3c(=O)n(CC(C)C)c(=O)n2C)cc1OC
(41) CN(C)C=Nc1c(Br)cc(Br)c2nonc12
(42) O=C(NC1CCCCC1)N1CCC(n2c(=O)[nH]c3ccccc32)CC1
(43) COc1cc(/C=N/NC(=O)c2nnn(-c3nonc3N)c2C(C)C)ccc1OCc1ccc(F)cc1

Assay by compound	33	34	35	36	37	38	39	40	41	42	43
ATXN viability	i	i	i	i	i	i	u	u	x	i	i
SW480 rereplic	0%	1%	-20%	5%	10%	-5%	3%	-7%	-3%	0%	u
ATXN2 expr inh	2%	19%	36%[activator]	0%	0%	6%	-13%	x	-26%	-16%	-21%
MCF10A rerep	-19%	-1%	0%	-5%	-4%	-17%	16%	0%	-1%	-6%	u
IL-1B inflam inh	5	-77*	-51*	-9	10	-20	-1	-1	-20	-4	u
HT1080NT lethal	6%	-1%	14%	10%	-15%	-3%	14%	0%	18%	14%	u
KB-3-1 cytotox	1%	2%	1%	21%	-1%	0%&-41%	-4%	-13%	15%	-4%	u
HT1080 IDH1KD tx	-2%	-16%	11%	15%	-5%	-22%	15%	-10%	18%	2%	12µM*
HepG2 viability	3%	-38%	11µM*	23%	1%	-22%&-27%	1%	-18%	-10%	-4%	-2%

No enrichment for hits, and some 8.9% of all compounds hit somewhere here.
